Assay outcomes (PubChem)
GAA glycogen = qHTS Assay for Inhibitors and Activators of Human alpha-Glucosidase Cleavage of Glycogen | Potency, µM (series often up to 76.4 µM), without a hit: top-dose activity change, negative = inhibition, most hits filed as inhibitors | recombinant GAA, glycogen substrate, Amplex Red glucose oxidase fluorescence | AID 2100, 2009 | Lysosomal alpha-glucosidase (Homo sapiens), P10253 | actives 0.38% (n = 300,000);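 also: 0% = full enzyme reaction and -100% = no-enzyme basal signal; the screen sought inhibitors and activators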
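qHTS, 1536-well; enzyme 4 nM final; cpd up to 77 uM; substrate bovine liver glycogen 30 ug; 50 mM citrate/phosphate pH 5.0, 0.01% Tween-20; 37 C, 40 min; Amplex Red detection 45 min RT; Hill fit → AC50.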
Tau fluor cs = Counterscreen qHTS for Inhibitors of Tau Fibril Formation, Fluorescence Polarization | tau K18 P301L (four-repeat tau fragment) Alexa594 fluorescence, heparin fibrillization | Potency, µM (doses to about 57.7 µM), for inactives: at the highest dose activity change, negative = decrease | actives 0.93% (n = 280,000); also: % is scaled to controls: 0 for no effect and ±100 for the full control effect; nearly all actives have a fitted effect of over 55% in size
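Human K18 P301L tau (15 uM unlabeled plus 0.24 uM Alexa 594-labeled, final) in 100 mM sodium acetate pH 7 was mixed with compound and 20 uM heparin and incubated 6 hr at 37 C.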
Epigenetic reg = Quantitative High-Throughput Screen for Regulators of Epigenetic Control | Potency, µM (highest dose often 53.9 µM), for the others: top-dose GFP activation, hits mostly activators | murine LDR cells, GFP reporter derepression, 30 h | actives 0.2% (n = 280,000); also: % of control where 0% means no effect; nearly all actives have a fitted effect of over 60% in size
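GFP-positive cell count by laser-scanning cytometry (objects 20–120 um) after 30 h, 37 C compound exposure of murine LDR cells; reporter is CMV-GFP integrated at a silenced locus, inducible by HDAC or DNMT inhibitors.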
An asterisk follows results filed as active; ? = inconclusive; & = joins results of further samples; [ ] = another dose, or the depositor's remark. Calls follow the shape of the dose curve; as a rule, active = well fitted curve in the direction sought with a large enough effect; inconclusive = small, poorly fitted or top-dose-only effect, or another doubt; inactive = no such curve, though single readings can be large; an effect the other way counts as inactive or inconclusive. Potency is read from the fitted curve at half-maximal effect. Some of the compounds tested (hit frequency here may not be typical).

Values run as follows: GAA glycogen | Tau fluor cs | Epigenetic reg
CCc1ccccc1NC(=O)Cc1c(C(=O)O)[nH]c2ccc(Cl)cc12
 : 8%[76.3 µM] | -21% | 4.2%
CCCCOc1cccc(C(=O)N(Cc2ccc(Br)o2)C2CCS(=O)(=O)C2)c1 (centres undefined)
 : -4%[76.3 µM] | -20% | -0.8%
CCN1CCN(Cc2c(O)ccc3c(=O)c(Oc4ccccc4Cl)c(C(F)(F)F)oc23)CC1
 : 14%[76.3 µM] | -7% | 0.0%
CCc1nn(CC(=O)NCCc2ccc(OC)cc2OC)c(=O)c2cc3occc3n12
 : 19%[76.3 µM] | -7% | -1.6%
O=C(OCc1ccccc1Cl)c1ccc(-c2nnn(Cc3ccccc3Cl)n2)cc1
 : -2%[76.3 µM] | -19% | 0.0%
CCOc1ccc(NC(=O)c2ccc3[nH]c(C)cc(=O)c3c2)cc1
 : 3%[76.3 µM] | 6% | 6.5%
CCOc1ccc(NC(=O)CSc2oc(-c3cccs3)nc2S(=O)(=O)c2ccc(C)cc2)cc1
 : -5%[76.3 µM] | ? | ?
CCc1nn(CC(=O)Nc2c(C)cc(C)cc2C)c(=O)c2cc3sccc3n12
 : -7%[76.3 µM] | 9% | 2.2%
Cc1ccc(C)c(Cn2c(C)c(CNCc3ccc(F)cc3)c(C(=O)O)c2C)c1
 : -1%[76.3 µM] | -1% | -2.3%
Cc1ccc(-c2nc3cc(C(C)C)ccc3o2)cc1NC(=O)c1cc([N+](=O)[O-])ccc1N1CCOCC1
 : -11%[76.3 µM] | -27% | -1.1%
Cc1ccc(NC(=O)Cn2nnnc2-c2ccccc2N)cc1
 : 10%[76.3 µM] | -18% | -0.3%
CCOc1ccc(-c2nc3c(c(SCC(=O)N4CCCCC4)n2)Cc2ccccc2O3)cc1
 : 5%[76.3 µM] | -17% | 1.1%
COc1cc(C2CC(=O)N(Cc3cccc(F)c3)c3ccccc3S2)cc(OC)c1OC (centres undefined)
 : ? | -24% | -0.6%
CCCN(CCC)C(=O)C(Cc1ccccc1)NS(=O)(=O)c1ccc2c(c1)c(=O)n(C)c(=O)n2C (centres undefined)
 : 22%[76.3 µM] | -1% | 0.0%
COc1cc2[nH]c(=O)n(Cc3ccc(C(=O)N4CCN(c5cc(Cl)ccc5C)CC4)cc3)c(=O)c2cc1OC
 : 9%[76.3 µM] | ? | -0.6%
CCCOc1cccc(C(=O)Nc2cc(-c3nc4ccccc4[nH]3)ccc2C)c1
 : 4%[76.3 µM] | ? | -0.8%
COc1ccc(CCNC(=O)c2ccc3c(c2)CCN3S(=O)(=O)c2ccc(Cl)cc2)cc1
 : 9%[76.3 µM] | ? | 0.2%
CC(C)CCNc1nc2c(S(=O)(=O)c3ccc(Br)cc3)nnn2c2ccsc12
 : -4%[76.3 µM] | -20% | -1.0%
Cc1cc(NC(=O)c2ccc(F)cc2)ccc1-c1cc2ccccc2oc1=O
 : 15%[76.3 µM] | -13% | 0.0%
Cc1cccc(NC(=O)Cn2c(=O)oc3cc(S(=O)(=O)NC4CCCC4)ccc32)c1
 : -11%[76.3 µM] | -27% | 0.8%
CCCCCOc1ccc(/C=C/C(=O)Nc2sc(C(C)=O)c(C)c2C(=O)OCC)cc1OC
 : 17%[76.3 µM] | -2% | -0.8%
CC(C)OCCCn1c(=O)c2ccccc2n2c(-c3cc(Cl)ccc3O)nnc12
 : 7%[76.3 µM] | -1% | -3.0%
Cc1ccc2ncc(C(=O)c3ccc(C)c(C)c3)c(S(=O)(=O)c3ccc(F)cc3)c2c1
 : 11%[76.3 µM] | -9% | 0.0%
Cc1ccc(-c2noc(CN(C(=O)COc3cc(C)cc(C)c3C)C(C)C)n2)cc1
 : 9%[76.3 µM] | -22% | 1.1%
Cc1cccc(NC(=O)CSC2=Nc3ccccc3C3=NC(CCC(=O)NCc4ccc(F)cc4)C(=O)N23)c1 (centres undefined)
 : -4%[76.3 µM] | -20% | 2.2%
CSc1ccc(CCNC(=O)c2cc3c(-c4ccccc4F)nn(C)c3s2)cc1
 : 7%[76.3 µM] | ? | -2.5%
COc1ccc(C(=O)N2CCC(C(=O)Nc3ccc(Cl)cc3)CC2)cc1
 : -1%[76.3 µM] | -23% | 1.0%
Cc1ccc(Cn2cc(S(=O)(=O)c3ccc(C)cc3)c(=O)c3cc(F)c(N4CCCC4)cc32)cc1
 : -13%[76.3 µM] | -3% | 0.0%
O=C(NCCc1ccccc1Cl)c1ccc2c(=O)n(-c3ccccc3)c(=O)[nH]c2c1
 : 14%[76.3 µM] | -11% | -1.5%
CCOC(=O)c1cc(-c2ccc(C)cc2)n(CCC(=O)Nc2ccc(OC)c(OC)c2)c1C
 : 0%[76.3 µM] | ? | 0.8%

Continued; the last two above are carried over.
Values run as follows: GAA glycogen | Tau fluor cs | Epigenetic reg
O=C(NCCc1ccccc1Cl)c1ccc2c(=O)n(-c3ccccc3)c(=O)[nH]c2c1
 : 14%[76.3 µM] | -11% | -1.5%
CCOC(=O)c1cc(-c2ccc(C)cc2)n(CCC(=O)Nc2ccc(OC)c(OC)c2)c1C
 : 0%[76.3 µM] | ? | 0.8%
Cc1ccc(-n2c(=O)c3c(c4cc(C)ccc4n3C)n(Cc3ccc(F)cc3)c2=O)cc1
 : 4%[76.3 µM] | 5% | 1.2%
CCOC(=O)c1c(C)c(-c2ccccc2)n(CC(=O)NCc2cccc(OC)c2)c1C
 : 5%[76.3 µM] | 1% | 1.4%
O=C(NCc1ccccc1)C1CCC(CNS(=O)(=O)c2ccc(Br)s2)CC1 (centres undefined)
 : -2%[76.3 µM] | -9% | 6.3%
N#Cc1c[nH]n2c(NC3CCCCC3)c(-c3cccc(Cl)c3)nc12
 : -6%[76.3 µM] | -3% | -1.1%
COC(=O)C1=C(c2ccccc2)c2ccccc2S(=O)(=O)N1CC(=O)Nc1cccc(C(C)=O)c1
 : -17%[76.3 µM] | ? | -2.1%
COc1cccc(CNC(=O)C2CCN(c3ncnc4c3nc3n4CCCCC3)CC2)c1
 : -5%[76.3 µM] | -4% | 9.0%
COc1cccc2c1cc1c(=O)n(CC(=O)N3CCCCC3)nc(C)n12
 : -6%[76.3 µM] | 0% | 2.7%
COc1cccc(-c2cn3c(n2)sc2cc(C(=O)NCc4ccccc4F)ccc23)c1
 : -1%[76.3 µM] | 7% | 0.0%
CCC(Sc1nnc2c3ccccc3n(CC)c2n1)C(=O)Nc1nnc(C(C)C)s1 (centres undefined)
 : -8%[76.3 µM] | -6% | 3.0%
Cc1ccc(-c2cn3nc(N4CCCC(C(=O)Nc5ccc(F)cc5)C4)sc3n2)cc1 (centres undefined)
 : -7%[76.3 µM] | ? | -0.4%
CCc1ccc(NC(=O)C2CCN(c3ccc(Sc4ccc(C)cc4)nn3)CC2)cc1
 : -10%[76.3 µM] | -1% | 0.8%
CCOc1ccccc1CNC(=O)c1oc2c(c1C)-c1nn(Cc3cccc(Cl)c3)cc1CC2
 : 16%[76.3 µM] | ? | 15%
CCc1cc2c(cc3c(=O)n(CC(=O)N4CCCCC4)ncn32)s1
 : -5%[76.3 µM] | -15% | -1.1%
COc1ccc(S(=O)(=O)c2c(O)c3ccc(C(=O)Nc4ccccc4)cc3[nH]c2=O)cc1
 : 2%[76.3 µM] | 1% | 0.0%
Cc1c(Cl)cccc1N1CCn2c1nc1c2c(=O)n(CC(=O)O)c(=O)n1C
 : 15%[76.3 µM] | 0% | -0.2%
COc1ccc(-c2nc(CNS(=O)(=O)c3ccccc3)cs2)cc1
 : 12%[76.3 µM] | -13% | -4.0%
Cc1cc(C)c(S(=O)(=O)NCc2csc(-c3ccccc3)n2)c(C)c1
 : -11%[76.3 µM] | -28% | -4.0%
CCOc1ccc(NC(=O)NC(C)c2c(-n3cccc3)sc3c2CCN(CC)C3)cc1 (centres undefined)
 : 14%[76.3 µM] | ? | -1.2%
CCOc1ccc(Nc2oc(/C=C/c3cccc(OC)c3)nc2C#N)cc1
 : ? | -13% | -0.1%
CCOc1ccc(-n2nc3ccc(NC(=O)COc4ccccc4C)cc3n2)cc1
 : 12%[76.3 µM] | -3% | 1.1%

Whole records from above.
CCc1cc2c(cc3c(=O)n(CC(=O)N4CCCCC4)ncn32)s1 reads GAA glycogen: -5%[76.3 µM]; Tau fluor cs: -15%; Epigenetic reg: -1.1%
CCOc1ccc(Nc2oc(/C=C/c3cccc(OC)c3)nc2C#N)cc1 reads GAA glycogen: ?; Tau fluor cs: -13%; Epigenetic reg: -0.1%
Cc1cc(C)c(S(=O)(=O)NCc2csc(-c3ccccc3)n2)c(C)c1 reads GAA glycogen: -11%[76.3 µM]; Tau fluor cs: -28%; Epigenetic reg: -4.0%

The results go on.
| mol | GAA glycogen | Tau fluor cs | Epigenetic reg |
| --- | --- | --- | --- |
| COc1cc(-c2nc(Cn3nnc(C(=O)Nc4cc(C)cc(C)c4)c3C)c(C)o2)cc(OC)c1OC | 6%[76.3 µM] | -3% | -1.1% |
| CCc1ccc(NC(=O)N2CCOc3ccc(Cl)cc32)cc1 | -8%[76.3 µM] | -21% | 0.0% |
| Cc1ccc(NC(=O)C(=O)NCC(c2cccnc2)N2CCN(Cc3ccccc3)CC2)cc1C (centres undefined) | -2%[76.3 µM] | -6% | 0.8% |
| N#Cc1c(C(F)(F)F)cc(-c2cccs2)nc1SCC(=O)Nc1ccc(Cl)cc1 | 15%[76.3 µM] | -13% | 10µM* |
| Cc1cc(C)cc(OCCCn2c(-c3ccc(Cl)cc3)nc3ccccc3c2=O)c1 | -5%[76.3 µM] | -16% | 1.2% |
| CN1C(=O)c2ccccc2Sc2ccc(NC(=O)N3CCN(c4ccc(F)cc4)CC3)cc21 | ? | -15% | 5.3% |
| COc1ccc(CNC(=O)C(=O)NCC(c2cccnc2)N2CCN(c3ccccc3F)CC2)cc1 (centres undefined) | -12%[76.3 µM] | -3% | 1.4% |
| CCOc1ccc(NC(=O)CSc2oc(-c3ccco3)nc2S(=O)(=O)c2ccc(Cl)cc2)cc1 | -6%[76.3 µM] | ? | ? |
| O=C(Cn1c(SCc2ccccc2F)nc2cccnc21)Nc1ccc(F)c(Cl)c1 | 0%[76.3 µM] | ? | 0.0% |
| COc1ccc(-c2c(C#N)c(SCC(=O)Nc3ccccc3C)nc(C)c2C(=O)Nc2ccc(Cl)cc2)cc1 | -7%[76.3 µM] | -7% | -1.6% |
| CCCOc1cccc(C(=O)Nc2cccc(NC(=O)c3ccc(C(C)(C)C)cc3)c2)c1 | -12%[76.3 µM] | -13% | 1.6% |
| O=C(Nc1nnc(S(=O)(=O)N2CCOCC2)s1)c1cccc(Br)c1 | 0%&16%[76.3 µM] | ? | 15% |
| CCn1c(=O)cc(SCC(=O)Nc2ccc(C)c(F)c2)c2ccccc21 | -12%[76.3 µM] | ? | 0.8% |
| CCC1CN(C(=O)Nc2cc(C)cc(C)c2)c2ccccc2O1 (centres undefined) | 0%[76.3 µM] | -25% | 0.0% |
| CCOC(=O)N1CCc2c(sc3c2c(=O)n(-c2ccc(CC)cc2)c(=O)n3Cc2cccc(Cl)c2)C1 | 11%[76.3 µM] | 1% | -5.3% |
| Cc1ccc2oc(=O)c3cnn(CC(=O)N(C)c4ccc(F)cc4)c3c2c1 | 11%[76.3 µM] | -7% | -4.3% |
| Cc1ccc(NC(=O)c2cnc3cc(C)ccn3c2=O)c(C)c1 | -3%[76.3 µM] | -6% | 0.0% |
| CC(=O)c1ccc(NC(=O)c2nc(-c3ccc(C)cc3)n3c2CCCCC3)cc1 | -24%[76.3 µM] | -11% | 2.8% |
| CCC(Oc1ccc(F)cc1)C(=O)Nc1nc(-c2ccc(F)cc2)ns1 (centres undefined) | -12%[76.3 µM] | ? | 11% |
| Cc1ccc(NC(=O)CN2Cc3ccccc3C2=O)c(C)c1 | 18%[76.3 µM] | 3% | -0.2% |
| Cc1cc(Cl)ccc1NS(=O)(=O)c1ccc2c(c1)CC(C)N2C(=O)C1CCC1 (centres undefined) | -14%[76.3 µM] | -19% | -1.2% |
| Cc1cccn2c(=O)c(C(=O)NC(C)c3ccccc3)c(O)nc12 (centres undefined) | 6%[76.3 µM] | -16% | 0.0% |
| Cc1ccc(C2C=C(c3ccc(F)cc3)Nc3nc(CCCO)nn32)cc1 (centres undefined) | -9%[76.3 µM] | -7% | 9.6% |
